From PubChem
Nrf2 inh: Nrf2 qHTS screen for inhibitors | A549 ARE-Fluc reporter, luciferase luminescence, 18-24 h | Potency, µM (series often up to 46 µM), without a hit: at the top dose activity change, negative = inhibition, most hits filed as inhibitors | AID 504444, 2011 | 360,000 compounds, 2.1% hits; also: potency is read from the fitted curve at half-maximal effect; % is scaled to controls: 0 for no effect and ±100 for the full control effect; nearly all actives have a fitted effect of over 60% in size
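Reporter: ARE-Fluc in A549. Exposure: 18-24 h, 37 °C, 5% CO2, 5% FBS OPTI-MEM. Readouts: fluorescent cytotoxicity (CellTiter-Fluor), then luminescent Nrf2 signal after BugLite.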
A549 viability: Nrf2 qHTS screen for inhibitors: counterscreen for cytotoxicity. A549 ARE-Fluc cells, CellTiter-Fluor viability, 18-24 h. Potency, µM (top dose mostly 46 µM), for inactives: top-dose activity change, negative = cytotoxicity, usual class: inhibitors. 390,000 compounds, 0.16% hits. AID 504648, 2011; also: potency is read from the fitted curve at half-maximal effect; % is scaled to controls: 0 for no effect and ±100 for the full control effect
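A549 ARE-Fluc cells in 5% FBS OPTI-MEM, 5000 cells/well, rested 2 h then exposed to compounds in concentration-response for 18-24 h at 37 °C. Viability by CellTiter-Fluor fluorescence (Ex 405/Em 525) after 30 min; luciferase luminescence (BugLite, 15 min, RT) read afterwards.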
Akt phos inh: HTS Assay for Inhibitors of Akt Phophorylation: Primary Screen; activity change, % for hits at 50 µM; Neuro2A IGF-stimulated pAkt S473 HTRF, 20 min; active compounds read low; AID 651550, 2012; 360,000 compounds, 0.32% hits; in the data active = activity change below about -80%; inconclusive = mostly about -51% to -80%; also: % is scaled to controls: 0 for no effect and ±100 for the full control effect
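Neuro2A cells (4,500/well, DMEM with 0.5% FBS) were treated with compound at a single 50 µM final concentration, stimulated with 6 nM IGF for 20 min at 37 °C, and lysed. Phospho-Akt Ser473 was read by HTRF as 665/615 ratio ×10^4.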
Nrf2 ARE act: qHTS of Nrf2 Activators; AREc32 ARE-luciferase reporter (MCF7-derived line), luminescence, 24 h; Potency, µM (highest dose often 46.1 µM), without a hit: at the top dose activation, actives largely listed as activators; 410,000 compounds, 0.31% hits; AID 624171, 2012; also: potency is read from the fitted curve at half-maximal effect; % of control where 0% means no effect; nearly all actives have a fitted effect of over 65% in size
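Each well held 1000 AREc32 cells, which were incubated with compound for 24 hr at 37 deg C after overnight attachment, and ARE reporter activity was quantified by firefly luciferase luminescence.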
CCT modulator: High-Throughput Screening for Modulators of Cytosolic Chaperonin Activity. activity change, % (no concentration beside the values), hits read low. AID 651819, 2012. 360,000 compounds, 0.3% hits. purified chaperonin ATPase assay, HTRF ADP detection, 30 min; in the data active = activity change below about -30%; also: % is scaled to controls: 0 for no effect and ±100 for the full control effect
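TRiC (40 or 20 nM final, by batch activity) in 30 mM Tris pH 7.4, 100 mM KCl, 5 mM MgCl2, 1 mM DTT was treated with compound at 76 uM single dose, then 10 uM ATP, 30 min at 37 °C. ADP was read by HTRF Transcreener.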
EPAC2 agonist: qHTS for Agonist of cAMP-regulated guanine nucleotide exchange factor 4 (EPAC2): primary screen; 360,000 compounds, 0.079% hits; EPAC2 activation, biochemical qHTS; response scale: 100% = 6.5 mM cAMP response; Potency, µM (highest dose often 154 µM), for inactives: at the top dose activation, usual class: activators; Rap guanine nucleotide exchange factor 4 (Homo sapiens), Q8WZA2; also: potency is read from the fitted curve at half-maximal effect; nearly all actives have a fitted effect of over 50% in size
Target sequence (Q8WZA2 whole entry, looked up): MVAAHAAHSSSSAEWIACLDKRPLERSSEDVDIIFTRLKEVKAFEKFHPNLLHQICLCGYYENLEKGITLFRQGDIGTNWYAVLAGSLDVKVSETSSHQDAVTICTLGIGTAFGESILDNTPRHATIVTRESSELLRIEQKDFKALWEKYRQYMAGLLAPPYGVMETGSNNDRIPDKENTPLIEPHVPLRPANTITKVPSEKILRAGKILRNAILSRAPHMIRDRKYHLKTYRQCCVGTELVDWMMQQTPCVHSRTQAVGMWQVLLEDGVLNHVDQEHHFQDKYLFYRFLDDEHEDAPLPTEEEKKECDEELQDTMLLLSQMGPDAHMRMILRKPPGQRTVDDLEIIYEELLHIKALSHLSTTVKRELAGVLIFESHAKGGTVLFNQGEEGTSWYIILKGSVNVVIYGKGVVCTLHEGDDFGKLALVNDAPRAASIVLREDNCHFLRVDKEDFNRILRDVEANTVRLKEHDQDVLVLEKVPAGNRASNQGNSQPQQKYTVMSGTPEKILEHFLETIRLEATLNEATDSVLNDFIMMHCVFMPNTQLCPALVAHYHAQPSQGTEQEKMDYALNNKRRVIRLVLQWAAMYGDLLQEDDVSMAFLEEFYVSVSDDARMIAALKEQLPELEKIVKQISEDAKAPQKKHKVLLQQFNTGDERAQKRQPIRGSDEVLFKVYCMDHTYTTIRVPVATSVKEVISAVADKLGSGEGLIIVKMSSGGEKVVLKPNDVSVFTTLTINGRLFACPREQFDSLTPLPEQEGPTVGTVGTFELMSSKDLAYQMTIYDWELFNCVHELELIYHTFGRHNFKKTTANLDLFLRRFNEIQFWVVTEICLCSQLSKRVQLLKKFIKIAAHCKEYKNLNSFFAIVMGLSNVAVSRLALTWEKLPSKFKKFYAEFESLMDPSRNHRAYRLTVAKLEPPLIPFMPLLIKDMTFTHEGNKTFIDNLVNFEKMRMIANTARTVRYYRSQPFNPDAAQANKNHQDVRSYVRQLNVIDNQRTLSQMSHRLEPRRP
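Fluorescence exchange assay: 100 nM EPAC2 with 250 nM RAP1B-BODIPY-GDP and 50 uM GDP; compounds tested as a concentration-titration series (qHTS). Loss of Rap1-bound BODIPY-GDP fluorescence read at 480/540 nm; data normalized to 6.5 mM cAMP.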
Mm-Cpn inhibitor: Inhibitors of TCP-1 ring complex (TRiC) of Methanococcus maripaludis (MmCpn): qHTS; Chaperonin Mm-Cpn (Methanococcus maripaludis); purified Mm-Cpn ATPase, ADP Transcreener TR-FRET; Potency, µM (top dose mostly 76.9 µM), for the others: at the highest dose activity, negative = inhibition, actives largely listed as inhibitors; 330,000 compounds, 0.031% hits; also: potency is read from the fitted curve at half-maximal effect; % is scaled to controls: 0 for no effect and ±100 for the full control effect; nearly all actives have a fitted effect of over 80% in size
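Purified archaeal Mm-CPN (25nM final) preincubated 10 min at 37degC with compound, then 10uM ATP for 30 min at 37degC; ADP measured by HTRF Transcreener TR-FRET; buffer 30 mM TRIS pH 7.4, 100mM KCl, 5mM MgCl2, 1mM DTT.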
TGFb SMAD3 inh: qHTS for Inhibitors of TGF-b; HepG2 CAGA-GFP TGF-b/SMAD3 reporter, GFP fluorescence, 18 h; TGF-beta stimulated, 500 pg/mL final; Potency, µM (highest dose often 46.1 µM), for the others: at the top dose activity, negative = inhibition, hits mostly inhibitors; AID 588855, 2011; 410,000 compounds, 1.2% hits; also: potency is read from the fitted curve at half-maximal effect; % is scaled to controls: 0 for no effect and ±100 for the full control effect; nearly all actives have a fitted effect of over 65% in size
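HEPG2 CAGA-GFP cells (1000/well, DMEM with 1% FBS) were pre-incubated 2 h at 37 degrees C, given compound by pin tool, then stimulated with TGF-beta at 500 pg/mL final for 18 h before per-cell GFP fluorescence imaging.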
EPAC2 antagonist: qHTS for Antagonist of cAMP-regulated guanine nucleotide exchange factor 2 (EPAC2): primary screen. EPAC2 GEF exchange of Rap1B-BODIPY-GDP, fluorescence. Potency, µM (highest dose often 114 µM), inactives show at the highest dose activity, negative = inhibition, actives largely listed as inhibitors. 360,000 compounds, 0.18% hits; also: potency is read from the fitted curve at half-maximal effect; % is scaled to controls: 0 for no effect and ±100 for the full control effect; nearly all actives have a fitted effect of over 45% in size; many of its hits are not listed in these tables
An asterisk follows results filed as active; i = inactive; u = inconclusive; x = not tested or not shown; [ ] = another dose, or the depositor's remark. Unless noted, calls follow the shape of the dose curve; as a rule, active = well fitted curve in the direction sought with a large enough effect; inconclusive = small, poorly fitted or top-dose-only effect, or another doubt; inactive = no such curve, though single readings can be large; an effect the other way counts as inactive or inconclusive. Not all compounds are listed. The share of hits here may be higher or lower than overall.

no. | SMILES | Nrf2 ARE act | A549 viability | EPAC2 agonist | Akt phos inh | TGFb SMAD3 inh
1 | COc1ccccc1OCc1nc2ccccc2s1 | 7.6% | 0.3% | 19.3% | i | 5.1%
2 | O=C(Nc1ccccc1Cl)c1sc2cccc(Cl)c2c1Cl | u | 3.6% | x | x | -2.6%
3 | O=C(NC1CCCCC1)C(c1cccs1)N(C(=O)c1ccccn1)c1ccccc1 (stereo not drawn) | 2.4% | -5.0% | 4.8% | i | -0.8%
4 | Cc1ccc(NS(=O)(=O)c2cccc(C(=O)OCC(=O)NCc3ccco3)c2)cc1 | 5.6% | -4.5% | u | x | -2.7%
5 | CN(C)c1ccc(C(=O)N2CCC2(C)C(=O)O)cc1 (stereo not drawn) | 0.1% | x | 3.2% | i | 2.4%
6 | O=C(CNC(=O)c1ccc2c(c1)S(=O)(=O)N=C1CCCCCN12)Nc1ccc(F)c(F)c1 | -0.1% | -1.7% | 2.8% | i | -5.8%
7 | CC(=O)N1CCc2nc3sc(C(=O)Nc4ccc(Cl)cc4F)c(N)c3c(C(F)(F)F)c2C1 | 1.7% | -8.7% | x | x | 20.7%
8 | CC(C)CC(NC(=O)c1ccc(Cl)cc1Cl)C(=O)O (stereo not drawn) | -0.2% | -13.2% | 8.3% | i | 7.1%
9 | CCOC(=O)C1CCCN(C(=O)c2cn(CC)c3ccc(S(=O)(=O)N(C)C)cc3c2=O)C1 (stereo not drawn) | 0.1% | 4.7% | 10.8% | i | 10.0%
10 | Cc1ccc(SCc2nc(-c3ccc(C(=O)Nc4cc(C)ccc4C)cc3)oc2C)cc1 | 0.7% | -2.5% | x | x | 9.5%

no. | Nrf2 inh | CCT modulator | Mm-Cpn inhibitor | EPAC2 antagonist
1 | u | -8.4 | -2.2% | -10.9%
2 | 28.4% | x | x | x
3 | 6.9% | -7.1 | -1.1% | 1.9%[57.1 µM]
4 | 14.9% | -4.0 | 1.4% | 3.2%
5 | x | 1.7 | x | 1.6%
6 | 7.2% | -0.6 | 0.3% | 6.1%
7 | -2.9% | x | x | x
8 | -1.1% | 1.9 | -1.3% | -4.0%
9 | 12.9% | 0.2 | -0.9% | -2.5%
10 | 5.8µM* | x | x | x

Reformatted screen by screen: entries from further up
5	CN(C)c1ccc(C(=O)N2CCC2(C)C(=O)O)cc1 (stereo not drawn)
6	O=C(CNC(=O)c1ccc2c(c1)S(=O)(=O)N=C1CCCCCN12)Nc1ccc(F)c(F)c1

Assay by compound | 5 | 6
Nrf2 ARE act | 0.1% | -0.1%
A549 viability | x | -1.7%
EPAC2 agonist | 3.2% | 2.8%
Akt phos inh | i | i
TGFb SMAD3 inh | 2.4% | -5.8%
Nrf2 inh | x | 7.2%
CCT modulator | 1.7 | -0.6
Mm-Cpn inhibitor | x | 0.3%
EPAC2 antagonist | 1.6% | 6.1%

Next part:
no. | SMILES | Nrf2 ARE act | A549 viability | EPAC2 agonist | Akt phos inh | TGFb SMAD3 inh
11 | CC(=O)c1c(C)[nH]c(C(=O)NNC(=O)COc2ccc(Cl)cc2C)c1C | 4.7% | -2.3% | 6.7% | i | u
12 | Cc1nc2c(C)cccn2c(=O)c1NC(=O)COc1ccccc1 | 0.0% | -2.1% | -0.4% | i | -2.4%
13 | C/C(=N\NS(=O)(=O)c1ccc(C)cc1)c1ccc(C)s1 | -0.8% | -1.0% | -1.5% | x | 10.4%
14 | CSc1ccc(Cl)c(C(=O)NNC(=O)c2csc(N3CCOCC3)n2)c1 | -1.0% | -6.3% | 10.1% | i | 10.3%
15 | O=c1[nH][nH]c(-c2ccccc2)c1C=Nc1ccc(C(F)(F)F)cc1 | 0.6% | 2.1% | -4.4% | i | -6.9%
16 | O=C(O)/C=C/c1coc2ccccc2c1=O | 1.8% | 0.3% | 10.6% | i | -15.9%
17 | C/C(=N\n1c(C)cc(C)c(C#N)c1=O)c1cccs1 | 0.2% | 13.0% | -8.0% | i | -21.4%
18 | Cc1cc(Cl)ccc1NC(=S)N1CCN(Cc2ccc3c(c2)OCO3)CC1 | 0.3% | 3.5% | -11.9% | i | -6.0%
19 | Cc1nc(-c2ccccc2)sc1-c1ccc(SCC(=O)Nc2ccccc2)nn1 | 13.3% | -0.5% | x | x | -9.6%
20 | Cc1cc(C)c(NC(=O)Nc2sc3nc4n(c(=O)c3c2C)CCC(C)CC4)c(C)c1 (stereo not drawn) | -0.8% | 7.8% | x | x | 11.1%

no. | Nrf2 inh | CCT modulator | Mm-Cpn inhibitor | EPAC2 antagonist
11 | u | -0.6 | 1.7% | 1.6%
12 | 0.2% | -2.0 | -0.7% | 12.5%
13 | 1.6% | 0.9 | -1.3% | 0.8%
14 | 3.5% | -3.4 | -5.2% | 2.3%
15 | 14.8% | 1.6 | -0.7% | -18.9%
16 | 1.3% | -3.7 | 1.0% | -12.2%
17 | 8.5% | -1.0 | 1.0% | 1.4%
18 | -24.8% | -0.8 | 0.4% | 2.3%
19 | 0.3% | x | x | x
20 | -17.0% | x | x | x

4 entries out of the list, arranged by molecular weight, rising:
no. | SMILES | Nrf2 ARE act | A549 viability | EPAC2 agonist | Akt phos inh | TGFb SMAD3 inh
17 | C/C(=N\n1c(C)cc(C)c(C#N)c1=O)c1cccs1 | 0.2% | 13.0% | -8.0% | i | -21.4%
12 | Cc1nc2c(C)cccn2c(=O)c1NC(=O)COc1ccccc1 | 0.0% | -2.1% | -0.4% | i | -2.4%
15 | O=c1[nH][nH]c(-c2ccccc2)c1C=Nc1ccc(C(F)(F)F)cc1 | 0.6% | 2.1% | -4.4% | i | -6.9%
14 | CSc1ccc(Cl)c(C(=O)NNC(=O)c2csc(N3CCOCC3)n2)c1 | -1.0% | -6.3% | 10.1% | i | 10.3%

no. | Nrf2 inh | CCT modulator | Mm-Cpn inhibitor | EPAC2 antagonist
17 | 8.5% | -1.0 | 1.0% | 1.4%
12 | 0.2% | -2.0 | -0.7% | 12.5%
15 | 14.8% | 1.6 | -0.7% | -18.9%
14 | 3.5% | -3.4 | -5.2% | 2.3%

The list continues.
no. | SMILES | Nrf2 ARE act | A549 viability | EPAC2 agonist | Akt phos inh | TGFb SMAD3 inh
21 | Cc1cccc(N(C(=O)CCC(=O)Nc2cc(C)on2)C(C(=O)NC2CCCC2)c2ccc(C)o2)c1 (stereo not drawn) | 2.9% | -4.0% | -2.0% | i | -18.1%
22 | Cc1ccc(OCc2cc(C(=O)NCC(C)c3ccccc3)no2)cc1C (stereo not drawn) | -1.1% | 12.1% | -0.2% | i | -20.3%
23 | Cc1nc(C(=O)NNC(=O)c2cccc(Cl)c2)c(C(F)(F)F)o1 | -0.4% | 0.3% | 1.2% | i | -1.7%
24 | COc1ccc(-c2cn(-c3ccc(Br)cc3)c3[n+]2CCS3)cc1 | -0.1% | -3.5% | -0.5% | i | u
25 | COc1ccc2cc([C@@H](C)C(=O)O)ccc2c1 | 2.5% | 8.1% | 1.6% | i | -7.3%
26 | Clc1ccc(-c2nnc(SCc3nc(-c4ccccc4)no3)o2)cc1 | -0.1% | 4.1% | 11.4% | i | -9.5%
27 | N#Cc1cc2c(nc1SCc1cccnc1)CCC2 | 4.8% | 11.5% | 12.9% | i | -2.6%
28 | CC(=O)c1ccc2c(c1)OCCOCCOCCOCCO2 | -0.2% | 6.6% | 10.0% | i | -1.6%

no. | Nrf2 inh | CCT modulator | Mm-Cpn inhibitor | EPAC2 antagonist
21 | u | -2.6 | 1.0% | -11.0%
22 | -21.0% | 0.3 | -0.9% | -6.3%
23 | u | -0.8 | 0.1% | 1.7%
24 | -28.7% | -0.7 | -1.0% | 9.5%
25 | -13.5% | -2.4 | -2.0% | 1.3%
26 | 9.1% | -1.1 | -1.6% | 8.6%
27 | x | 0.3 | -1.0% | -1.0%
28 | -3.2% | 1.0 | 0.6% | 7.5%

Some entries already given with just Akt phos inh, EPAC2 antagonist and EPAC2 agonist:
item | mol | Akt phos inh | EPAC2 antagonist | EPAC2 agonist
22 | Cc1ccc(OCc2cc(C(=O)NCC(C)c3ccccc3)no2)cc1C (stereo not drawn) | i | -6.3% | -0.2%
23 | Cc1nc(C(=O)NNC(=O)c2cccc(Cl)c2)c(C(F)(F)F)o1 | i | 1.7% | 1.2%
24 | COc1ccc(-c2cn(-c3ccc(Br)cc3)c3[n+]2CCS3)cc1 | i | 9.5% | -0.5%
